Bioassay records: PubChem BioAssay, several laboratories
Neddyl block = blocks human cullin neddylation. P61081+Q13564. TR-FRET cullin neddylation, biochemical. calls only at 25 µM. 360,000 compounds, 0.58% hits. AID 651699; in the data active = inhibition above about 36%
Rpn11 inh = Rpn11 (human) deubiquitinase inhibition; O00487; human 26S proteasome, Ub4-pepOG fluorescence polarization; 20S core pre-blocked with epoxomicin; calls only at 20 µM; 360,000 compounds, 0.59% hits;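 active = inhibition at 20 µM, scaled to each plate's controls, above about 33%, limit read from the data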
Rin1 Abl inh = blocks binding of human Rin1 to Abl; P00519+Q13671; 360,000 compounds, 0.4% hits; AID 588664; TR-FRET Rin1/Abl binding, biochemical; inhibition, % at 7.35 µM; in the data active = inhibition above about 5%, passing the limit was not always enough
LMPTP block = LMPTP (human) inhibition | inhibition, % at 20 µM | 360,000 compounds, 0.22% hits | recombinant LMPTP-A, OMFP fluorogenic substrate, fluorescence intensity;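 active = compounds that cut the enzyme signal by at least half of the control window in the single-dose screen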;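 also: plate controls were DMSO wells with enzyme plus substrate for no effect and substrate without enzyme for full effect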
Target sequence (P24666 whole entry, looked up): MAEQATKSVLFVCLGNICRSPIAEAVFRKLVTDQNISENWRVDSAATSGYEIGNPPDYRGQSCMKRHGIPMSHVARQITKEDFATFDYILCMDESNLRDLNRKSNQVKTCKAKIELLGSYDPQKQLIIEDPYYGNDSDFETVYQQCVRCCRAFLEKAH
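Test system: LMPTP-A phosphatase enzyme; input: 0.625 nM LMPTP-A final; reagent: OMFP substrate, 400 µM final; compound dosing: 20 µM single dose, 3% DMSO; incubation: 50 min dark incubation at room temperature; measured by: endpoint fluorescence intensity from OMFP dephosphorylation; measure: % inhibition relative to no-enzyme and uninhibited control wells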
Scp1 inh = blocks human Scp-1 phosphatase activity. Recombinant Scp1, phosphopeptide, malachite green phosphate absorbance. inhibition, % at 20 µM. 340,000 compounds, 0.88% hits. AID 493091;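 active = inhibition above about 50% at 20 µM, limit read from the data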;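 also: plate controls were DMSO wells with enzyme for no effect and wells lacking enzyme for full effect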
Target sequence (Q9GZU7 76-261 limits assumed): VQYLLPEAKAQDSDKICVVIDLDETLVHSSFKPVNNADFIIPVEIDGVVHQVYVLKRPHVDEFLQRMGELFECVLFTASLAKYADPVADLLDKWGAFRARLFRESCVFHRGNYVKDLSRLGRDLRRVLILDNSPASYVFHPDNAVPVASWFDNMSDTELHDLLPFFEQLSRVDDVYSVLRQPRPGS
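assay system = SCP-1 phosphatase catalytic domain, residues 76-261 | buffer or medium = 50 mM Tris acetate pH 5.5, 0.005% Tween-20, 10 mM MgCl2 | incubation = enzyme reaction 45 min at room temperature, colour 5 min, stabilisation 30 min | signal = Phosphate-binding colour reagent, absorbance read at 630 nm | measure = % inhibition at 20 µM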
NadD block = blocks S. aureus nicotinate mononucleotide adenylyltransferase. purified NadD enzyme, colorimetric absorbance read-out. 360,000 compounds, 0.78% hits. AID 602399. inhibition, % at 20 µM; in the data active = inhibition above about 26%; also: some compounds past the cut are filed as inactive
STEP inh = STEP (human) phosphatase inhibition; inhibition, % at 20 µM; 360,000 compounds, 0.25% hits; recombinant STEP, OMFP fluorogenic substrate, fluorescence; P54829;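 active = inhibition at 20 µM, scaled per plate between control wells, above about 37%, limit read from the data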;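 also: 0% = DMSO with enzyme and substrate and 100% = substrate only without enzyme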
Target sequence (P54829 whole entry, looked up): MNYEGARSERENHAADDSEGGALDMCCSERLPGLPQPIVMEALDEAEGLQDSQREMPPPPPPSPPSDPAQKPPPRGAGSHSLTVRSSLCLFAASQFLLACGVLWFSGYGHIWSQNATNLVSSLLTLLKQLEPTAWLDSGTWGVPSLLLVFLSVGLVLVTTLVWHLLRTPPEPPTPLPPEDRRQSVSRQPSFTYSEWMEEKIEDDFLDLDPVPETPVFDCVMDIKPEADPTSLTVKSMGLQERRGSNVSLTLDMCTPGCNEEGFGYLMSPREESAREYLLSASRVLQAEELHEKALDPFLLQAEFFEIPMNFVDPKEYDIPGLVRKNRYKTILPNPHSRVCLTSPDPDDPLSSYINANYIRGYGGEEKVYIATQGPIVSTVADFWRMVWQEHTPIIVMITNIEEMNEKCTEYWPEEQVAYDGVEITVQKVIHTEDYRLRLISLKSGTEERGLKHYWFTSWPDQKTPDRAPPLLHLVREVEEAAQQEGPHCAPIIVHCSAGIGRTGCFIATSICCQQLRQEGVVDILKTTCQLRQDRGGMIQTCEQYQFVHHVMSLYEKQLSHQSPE
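Also added – OMFP at 25 µM · Test system – STEP tyrosine phosphatase · Technique – FITC-channel fluorescence of OMFP product · Schedule – 20 min at room temperature, dark · Evaluation – control-normalized % inhibition with plate pattern correction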
SUMO1-SIM PPI = SUMO1-SIM interaction modulation | P63165 | SUMO1 binding to a labelled peptide, TR-FRET, 1 h | inhibition, % at 20 µM | 360,000 compounds, 0.33% hits; in the data active = inhibition above about 37%
Target sequence (P63165 whole entry, looked up): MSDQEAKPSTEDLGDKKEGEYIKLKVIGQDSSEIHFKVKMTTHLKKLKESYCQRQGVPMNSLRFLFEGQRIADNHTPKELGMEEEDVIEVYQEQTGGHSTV
CSN inh = CSN deneddylation inhibition; Purified CSN, SCF-Nedd8-OG deneddylation, fluorescence polarization; AID 651999; 360,000 compounds, 0.38% hits; inhibition, % at 12.5 µM; Q92905;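 active = pattern-corrected inhibition above about 35%, with an unprinted fluorescence ratio check between 0.5 and 1.5, limit read from the data, passing the limit was not always enough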;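 also: 0% = enzyme with substrate and 100% = substrate without enzyme; some results filed as inactive read as strong as hits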
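assay system = purified human Csn5 enzyme expressed in HEK293T cells | amount = 0.24 nM enzyme | buffer or medium = Tris/NaCl/DTT buffer, pH 7.5 | reagent = 10 nM SCFSkp2-Nedd8OG | compound = one concentration, 12.5 µM, 0.25% DMSO | times = 90 min reaction at room temperature | signal = FP | read-out basis = % inhibition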
DNMT1 inh = blocks human DNA methyltransferase DNMT1; P26358; DNMT1 molecular beacon, Hinp1I cleavage, fluorescence; inhibition (reported as % activation of signal), % at 10 µM; 360,000 compounds, 0.83% hits; in the data active = inhibition above about 50%
An asterisk follows results filed as active; i = inactive; / = not tested or not shown; + = active, no number.

SMILES	Neddyl block	Rpn11 inh	Rin1 Abl inh	LMPTP block	Scp1 inh	NadD block	STEP inh	SUMO1-SIM PPI	CSN inh	DNMT1 inh
O=C(CN1C(=O)NC2(CCCC2)C1=O)Nc1ccc(S(=O)(=O)N2CCOCC2)cc1	i	i	1	0.5	-5	5	1	-3	-6	-2
CC1CCCCN1S(=O)(=O)c1ccc(NC(=O)c2cccs2)cc1 (centres undefined)	i	i	3	-0.1	-13	-2	-1	5	6	-5
CC1CCCCN1C(=O)CSc1nc2cc3c(cc2c(=O)n1Cc1ccc2c(c1)OCO2)OCO3 (centres undefined)	i	i	0	4.0	-2	9	0	-1	5	-2
CCSC(=Nc1ccccc1)N1CCOCC1	i	i	-1	-2.2	5	1	-3	1	-5	3
O=C(CNc1cccc(Cl)c1)c1ccc(Br)cc1	i	i	3	0.3	0	0	2	1	-2	2
CCCn1c(CNC(=O)c2ccccc2)nc2ccccc21	i	i	4	-1.7	0	4	-1	3	3	7
CC(C)(C)c1ccc(C(O)c2ncc(-c3ccccc3)[nH]2)cc1 (centres undefined)	i	i	1	0.7	/	0	4	-6	7	1
CN1CCN(c2ccccc2/C=C2/C(=O)Nc3ccccc32)CC1	i	i	-10	1.5	2	-6	-3	-14	-4	2
O=C(C1CCC1)N1CCc2cc(S(=O)(=O)NCc3ccco3)ccc21	i	i	0	-1.6	-3	-10	0	-1	4	2
COC(Cc1n[nH]c(=S)n1-c1ccc(Cl)cc1)OC	i	i	2	-1.8	-5	5	2	-3	-2	-2
COc1ccc(C(C)(C)C)cc1NC(=O)CCc1c(C)noc1C	i	i	-2	-1.3	0	-9	-1	0	1	-1
C/C(=N\Nc1cccc(Cl)c1)c1ccc(-n2ccnc2)cc1	i	i	0	0.9	-5	8	-4	-2	-12	-15
CCOc1ccc(C(=O)CCN2CCCCC2)cc1	i	i	1	1.2	0	-2	-2	0	0	-1
O=C(CCc1ccccc1)Nc1cccc(NC(=O)CCc2ccccc2)c1	i	i	1	1.9	-9	-3	2	-2	3	-6
COc1ccc(NC(=O)C[C@H]2C(=O)N(C3CCCCC3)C[C@@H]2CSC)cc1	i	i	-3	-1.4	/	6	0	6	-5	4
N/C(=N\NS(=O)(=O)c1ccccc1Cl)c1ccccn1	i	i	-5	-0.4	-10	-2	-2	-3	-3	-3
COc1ccc(C2/C=C\CN(C(=O)OCC3c4ccccc4-c4ccccc43)CC(=O)N2Cc2cccc(F)c2)cc1 (centres undefined)	i	i	-1	2.1	-4	10	0	-4	-1	2
COc1ccc(CCNC(=O)Cn2cnc3c2c(=O)n(C)c(=O)n3C)cc1OC	i	i	-4	0.2	-4	2	0	-6	2	1
CC(=O)Nc1cc(-c2cccc(C(=O)NCCO)c2)cn2c(-c3cccc(C(F)(F)F)c3)cnc12	i	i	-6	1.3	/	-1	3	-12	7	-1
CC[C@H](C)[C@H]1CNC(=S)N1CC1CCN(CC2CCC(C)CC2)CC1 (some centres undefined)	i	i	-4	-1.2	4	3	3	3	1	0
CC1CCN(S(=O)(=O)c2ccc(NC(=O)Cc3ccccc3)cc2)CC1	i	i	3	1.1	-7	-6	-1	-2	-4	-7
CCCNC(=O)N1CCCC(C(=O)c2cccc(Cl)c2)C1 (centres undefined)	i	i	1	0.6	0	3	-1	6	0	1
COc1ccc(NC(=O)CN2C(=O)NC3(CC(C)CC(C)(C)C3)C2=O)cc1S(=O)(=O)N1CCCCC1 (centres undefined)	i	i	0	1.3	-8	9	3	3	10	-1
COC(=O)COc1ccc2oc(=O)cc(-c3cc4cccc(OC)c4o3)c2c1	+	i	0	61*	75*	-8	75*	40*	16	44
c1cnc2nc(CSc3ncn[nH]3)cn2c1	/	i	-3	0.1	-11	-2	0	-3	4	0

The listing continues:
SMILES	Neddyl block	Rpn11 inh	Rin1 Abl inh	LMPTP block	Scp1 inh	NadD block	STEP inh	SUMO1-SIM PPI	CSN inh	DNMT1 inh
Cc1nnc(SCC(=O)NC2CCS(=O)(=O)C2)n1-c1ccccc1 (centres undefined)	i	i	-2	-2.7	5	-1	-3	-1	0	2
O=S(=O)(Nc1cc(S(=O)(=O)N2CCOCC2)ccc1N1CCCC1)c1cccs1	i	i	2	0.9	-1	0	-2	-2	-9	-8
Cc1nnc(SCC(=O)NC(=O)NCc2ccco2)s1	i	i	5	-1.3	-6	-3	-2	-3	-1	-1
O=C(COc1ncnc2scc(-c3ccccc3)c12)NC1CCCc2ccccc21 (centres undefined)	i	i	2	-1.2	-5	-2	-5	0	0	-3
O=C(COC(=O)c1ccc2c(c1)OCO2)Nc1nc(-c2ccccc2)cs1	i	i	-1	-0.3	-4	13	-1	3	-3	33
Cc1nccn1CCCN1C(=O)CNC1=S	i	i	-3	0.1	-7	2	-2	-2	3	-5
COc1ccc2ccccc2c1/C=N/NC(=O)c1cc(C)[nH]n1	i	i	-5	-0.2	-5	4	1	-19	-5	1
Cc1ccc(-c2c3c(=O)n(C)c(=O)n(C)c3cn2-c2ccccc2O)cc1	i	i	-2	-0.9	-3	1	4	-9	0	-3
CNc1c(NC(=O)c2ccc3c(c2)OCO3)c(=O)oc2ccccc12	i	i	2	-2.0	5	8	-1	1	-2	1
O=S(=O)(Nc1ccc(N2CCOCC2)cc1)c1ccc(F)cc1F	i	i	5	0.2	1	0	0	-2	5	-9
CCN(CC(=O)NCc1ccc(Cl)cc1)C(=O)COc1ccc(C)cc1C	i	i	3	1.1	-2	2	0	1	6	0
CCOc1ccccc1OCC(=O)Nc1ccc(N2CCOCC2)cc1N1CCOCC1	i	i	1	0.8	-4	-4	-3	-3	-3	-2
Cc1cc2oc(=O)cc(-c3ccccc3)c2c(C)c1-c1ccc(CO)cc1	i	i	-2	3.2	-12	-5	-1	1	-2	-5
CC(Oc1cccc(Br)c1)C(=O)N1CCCN(C)CC1 (centres undefined)	i	i	1	-2.6	-9	-5	0	6	-7	2
COc1ccc2c(C)cc(C)nc2n1	i	i	3	-1.4	-8	2	1	-4	1	2
COc1cc(C=C2NC(=O)NC2=O)ccc1O	i	i	-3	-1.8	/	1	-4	-25	-1	1
CC1(C)CC(=O)C2=C(C1)OC(/N=C/N1CCOCC1)=C(C#N)C2c1ccccc1 (centres undefined)	i	i	3	-0.6	-1	-2	7	3	2	2
O=C(CNc1cc(S(=O)(=O)N2CCOCC2)ccc1N1CCCC1)Nc1ccc(Cl)cc1F	i	i	-4	0.3	/	-1	-1	-2	3	-4
COC(=O)c1c[nH]n2c(=O)cc(CCl)nc12	i	i	-1	0.4	20	3	-3	7	0	9
Cc1ccc(NC2c3ncccc3C(=O)N2C2CCCCC2)cc1 (centres undefined)	i	i	-5	0.4	0	4	11	-1	-4	-2
CC(=O)Nc1cc(C(=O)c2ccccc2)ccc1N1CCOCC1	i	i	1	-0.8	-7	5	-3	-1	1	2
CNC(=O)C[C@H]1C(=O)N(c2ccccc2)C[C@@H]1CSC	i	i	-1	-0.9	/	1	2	2	1	-1
O=C(O)c1ccc([N+](=O)[O-])c2c1C(=O)c1ccccc1C2=O	i	i	-8	-1.3	0	6	-1	-14	6	4
COc1ccc(Nc2cc(Cl)nc(N)n2)cc1OC	i	i	-2	1.2	-8	2	-1	6	-1	0
CCOC(=O)Cc1csc(NC(NC(=O)OCC)(C(F)(F)F)C(F)(F)F)n1	i	i	3	0.7	-2	1	0	1	3	3

Look-ups from the list:
Scp1 inh result of Cc1ccc(NC2c3ncccc3C(=O)N2C2CCCCC2)cc1 (centres undefined) = 0
Scp1 inh result of CC1CCCCN1S(=O)(=O)c1ccc(NC(=O)c2cccs2)cc1 (centres undefined) = -13
STEP inh result of CC(C)(C)c1ccc(C(O)c2ncc(-c3ccccc3)[nH]2)cc1 (centres undefined) = 4
NadD block result of COc1ccc(Nc2cc(Cl)nc(N)n2)cc1OC = 2
CSN inh result of COc1ccc2c(C)cc(C)nc2n1 = 1

New compounds follow.
SMILES	Neddyl block	Rpn11 inh	Rin1 Abl inh	LMPTP block	Scp1 inh	NadD block	STEP inh	SUMO1-SIM PPI	CSN inh	DNMT1 inh
CCc1nc(=O)c(-c2ccccc2)c(C)n1-c1ccccc1	i	i	1	0.0	4	10	-2	1	3	0
CCC1CCCCN1C(=O)CCn1ccnc1 (centres undefined)	i	i	-1	-1.2	-1	-1	2	-1	-3	0
COc1ccc(C)cc1S(=O)(=O)N(CC(=O)Nc1cc([N+](=O)[O-])ccc1C)c1ccc(C)c(C)c1	i	i	1	0.5	-16	0	1	-4	-1	-4
COc1ccccc1N1CCN(C(=O)CN(c2ccc(C)c(C)c2)S(C)(=O)=O)CC1	i	i	-5	-1.1	-11	3	2	4	-5	1
O=C(Nc1nnc(S(=O)(=O)N2CCOCC2)s1)c1ccc(F)cc1	i	i	1	-0.9	-7	-6	-1	5	4	1
Cc1ccnc(NC(=O)CNC(=O)c2ccco2)c1	i	i	1	-1.4	1	0	-1	3	1	2
O=C(Cn1cncn1)N/N=C/c1c2ccccc2cc2ccccc12	i	i	-2	-0.5	-10	-3	-5	-19	2	2
CC1(C)C([N+](=O)[O-])C(c2ccc(O)cc2)NC(c2ccc(O)cc2)C1[N+](=O)[O-] (centres undefined)	i	i	0	-0.8	-10	-5	-7	0	-1	-3
CCN1C(=NCCc2cccs2)N[C@@H](c2cccs2)C(C(=O)OC)=C1C	i	i	0	0.1	4	1	-1	4	6	5
O=[N+]([O-])c1ccc(COc2ccccc2CN2CCCCC2)cc1	i	i	-4	2.2	4	1	-3	-27	2	2
O=C(Nc1ccccc1)Nc1ccccc1-n1ccnc1	i	i	0	-0.1	-4	1	1	4	-1	-2
COc1ccc(/C=C/C(=O)Nc2cc(C)nn2-c2nc3ccccc3[nH]2)cc1	i	i	1	1.6	-1	18	-2	-2	-2	-22
Cc1ccc(-n2ncc3c(=O)[nH]c(SCC(=O)N4CCOCC4)nc32)cc1	i	i	2	-2.4	-5	-2	-1	6	1	-1
CCC1CN(C(=O)N2CCC(C(=O)NCCc3ccc(OC)cc3OC)CC2)c2ccccc2O1 (centres undefined)	i	i	0	-0.6	-5	-8	-2	-5	-1	2

Four entries out of the list, ordered by formula weight, high to low.
SMILES	Neddyl block	Rpn11 inh	Rin1 Abl inh	LMPTP block	Scp1 inh	NadD block	STEP inh	SUMO1-SIM PPI	CSN inh	DNMT1 inh
CCC1CN(C(=O)N2CCC(C(=O)NCCc3ccc(OC)cc3OC)CC2)c2ccccc2O1 (centres undefined)	i	i	0	-0.6	-5	-8	-2	-5	-1	2
COc1ccccc1N1CCN(C(=O)CN(c2ccc(C)c(C)c2)S(C)(=O)=O)CC1	i	i	-5	-1.1	-11	3	2	4	-5	1
CCc1nc(=O)c(-c2ccccc2)c(C)n1-c1ccccc1	i	i	1	0.0	4	10	-2	1	3	0
O=C(Nc1ccccc1)Nc1ccccc1-n1ccnc1	i	i	0	-0.1	-4	1	1	4	-1	-2
